Bioassay records: PubChem BioAssay, several laboratories
phage Ecoli inh: E. coli growth loss with phage present; growth absorbance; inhibition, % at 11.9 µM; hit rate 0.26% among 360,000; in the data active means inhibition above about 11%
Wnt act: activators of Wnt/beta-catenin signaling. Wnt/beta-catenin reporter cell assay, activator, plate reader. activation, % at 9.35 µM. hit rate 1.2% among 300,000; in the data active means activation above about 30%, passing the limit was not always enough;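 further: 0% = neutral control wells and 100% = positive control wells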
An asterisk follows results filed as active; & = joins results of further samples.

structure	phage Ecoli inh	Wnt act
CCCc1nc2c(C)cc(Br)cn2c1Cc1ccc(OC)cc1C	1.4	7
CCCc1c(-c2cccc(Cl)c2)ncn1CCc1ccccc1OC	-0.2	-5
CCOC(=O)C1=CCN(S(=O)(=O)c2ccccc2Cl)C1c1cccc(C)c1 (stereo unspecified)	-0.9	-1
CN(Cc1ccc2c(c1)CCCN2C)C(=O)[C@@H](Cc1ccccc1)NC(=O)[C@H]1O[C@@H](n2ccc(=O)[nH]c2=O)[C@H](O)[C@@H]1O	1.7	3
Cc1cc2c(cc1C)-n1nnnc1C(N1CCN(CC(=O)N3CCCC3)CC1)C(=O)N2 (stereo unspecified)	-0.4	-2
COc1cc2c(cc1OC)[C@@H](NC(=O)c1ccncc1)[C@H](C)[C@H]2c1ccccc1	2.0	1
CSCCNC(=O)C1(C)CCN1C(=O)c1sccc1C (stereo unspecified)	1.1	0
CCc1c(-c2ccccc2F)ncn1CCc1ccccc1OC	3.0	0
CC(C)[C@H](NC(=O)c1ccc(Cl)c(Cl)c1)C(=O)N1CCC[C@H]1C(=O)NCc1ccccc1	-0.3	-3
Cc1cc(C)cc(C(O)c2ncc(-c3ccc4ccccc4c3)[nH]2)c1 (stereo unspecified)	18*	-1

(further entries)
structure	phage Ecoli inh	Wnt act
O=C1NC(c2cccc(C(F)(F)F)c2)c2c(-c3ccccc3)n[nH]c21 (stereo unspecified)	4.2	-3
O=[N+]([O-])c1c(Cl)cc(Cl)cc1Cl	3.2	0
C[C@H]1CCCCO[C@@H](CN(C)CC2CC2)[C@@H](C)CN([C@@H](C)CO)C(=O)c2cc(NS(=O)(=O)c3ccccc3)ccc2O1	0.7	-5
O=C(N[C@H](CO)Cc1ccccc1)[C@H]1O[C@@H](n2ccc(=O)[nH]c2=O)[C@H](O)[C@@H]1O	3.2	-1
CCc1nc2ccc(C(=O)NCc3ccc(OC)cc3)cn2c1N(C)C(=O)Cc1ccccc1	1.6	-2
COc1ccccc1S(=O)(=O)N[C@@H]1CC[C@@H](CCn2cc(C3CC3)nn2)O[C@@H]1CO	1.7	1
COC(=O)N1C[C@@H]2Oc3nccnc3O[C@@H]2C[C@@H]1c1ccccc1Br	1.4	1
CCCCOCCCNC(=O)C[C@@H]1C[C@@]2(C(=O)OCC)CCC=C2N(Cc2ccccc2)C1=O	1.1	-2
COc1ccc(C(=O)NC[C@H]2O[C@@H](n3cnc4c(N)ncnc43)[C@H](O)[C@@H]2O)cc1OC	0.5	-4
CCCCNC(=O)C[C@@H]1C[C@@]2(C(=O)OCC)CCC=C2N(Cc2ccccc2)C1=O	0.4	-4

(listing goes on)
structure	phage Ecoli inh	Wnt act
CC(=O)Nc1ccc(CN(C)c2c(C)nc3ccc(C(=O)NCCCN4CCCC4=O)cn23)cc1	1.2	-2
COc1cc(CCN=Cc2cccc(OC)c2O)c([N+](=O)[O-])cc1OC	4.8	-4
CC1(C(=O)NS(=O)(=O)Cc2ccccc2)CCN1C(=O)Cc1ccccc1 (stereo unspecified)	1.5	-1
CC1(C(=O)Nc2cccc(NS(C)(=O)=O)c2)CCN1Cc1ccccc1OC(F)F (stereo unspecified)	0.1	-6
CC(C)(C)n1nnnc1C(c1cc2ccccc2o1)N1CCN(C(=O)OCc2ccccc2)CC1 (stereo unspecified)	2.4	-1
Cc1cc2oc(=O)cc(CN3CCN(c4ccccc4)CC3)c2cc1Cl	0.7	-2
NC(=O)c1cccc(-c2coc3c(C(=O)NCCc4ccccc4)cccc23)c1	-0.8	-6
O=c1cc(CN(Cc2ccccc2)Cc2ccccc2)c2c(ccc3ccccc32)o1	4.0	-3
C[C@H](CO)N1C[C@H](C)[C@@H](CN(C)C(=O)Nc2ccc(N3CCN(C)CC3)cc2)OCc2cn(nn2)CCCC1=O	0.9	0
Nc1nc2c(ncn2[C@@H]2O[C@H](C(=O)N[C@H](Cc3ccccc3)C(=O)NCCCc3ccccc3)[C@@H](O)[C@H]2O)c(=O)[nH]1	-0.8	-3

New compounds follow.
structure	phage Ecoli inh	Wnt act
CCCCC[C@@H]1C=C(C(=O)OCC)[C@H](c2ccccc2)N1S(=O)(=O)c1ccc(C)cc1	-1.7	-4
CCc1nc2ccc(C(=O)N3CCN(S(=O)(=O)CC)CC3)cn2c1N(C)C(=O)C1CCCCC1	-2.4	-1
CC1(C(=O)Nc2cnc3ccccc3c2)CCN1C(=O)c1ccccc1CCc1ccccc1 (stereo unspecified)	-0.3	-2
O=S1(=O)CC(N2CCCC2)CN1Cc1cn(Cc2ccc(Cl)cc2)nn1 (stereo unspecified)	2.0	-3
COC(=O)[C@]12CCCCC=C1N(Cc1ccc(Cl)cc1Cl)C(=O)[C@H](CC(=O)N1CCCC1)C2	1.2	-2
O=C(C(=O)N1CCN(C(=O)C2CCCC2)CC1)c1cccc(C(F)(F)F)c1	3.2	-1
O=C1c2ccccc2C(c2nnnn2-c2ccc3c(c2)OCCO3)N1Cc1cccc(F)c1 (stereo unspecified)	3.0&0.9	-2&-1
N#Cc1cccc(C=C(C(=O)c2ccccc2)c2ccccc2)c1	1.3	1
c1ccc(-c2ccccc2C2Cc3nnccc3CN2)cc1 (stereo unspecified)	1.6	2
O=C1OC(c2ccc(F)cc2)CC1CN1CCOCC1 (stereo unspecified)	3.1	0

3 entries already listed, arranged by the value under phage Ecoli inh, low to high:
| SMILES | phage Ecoli inh |
| --- | --- |
| CCc1nc2ccc(C(=O)N3CCN(S(=O)(=O)CC)CC3)cn2c1N(C)C(=O)C1CCCCC1 | -2.4 |
| O=S1(=O)CC(N2CCCC2)CN1Cc1cn(Cc2ccc(Cl)cc2)nn1 (stereo unspecified) | 2.0 |
| O=C(C(=O)N1CCN(C(=O)C2CCCC2)CC1)c1cccc(C(F)(F)F)c1 | 3.2 |

The listing continues:
structure	phage Ecoli inh	Wnt act
CCOC(=O)[C@]12CCC=C1N(CCC1=CCCCC1)C(=O)[C@H](CC(=O)N1CCCC1)C2	2.0	0
Nc1[nH]c(C(=O)c2ccccc2)c(-c2ccccc2Br)c1C(=O)NCCc1ccc(Cl)cc1Cl	-2.5	2
CC1(C(=O)NS(=O)(=O)c2cccc(F)c2)CCN1C(=O)c1cccc(F)c1 (stereo unspecified)	1.6	-1
COc1ccc(C(C)=O)cc1Cn1c(C)c(C(=O)NCc2ccc(C(F)(F)F)cc2)sc1=O	-0.9	-3
Cc1c(C(=O)NCc2ccc(C(F)(F)F)cc2)sc(=O)n1Cc1cccc(F)c1	-0.9	-4
CCCCC(=O)N(C)c1c(CC)nc2c(OCCOC)cccn12	3.6	-6
Cc1ccc(C(=O)N2CCC2(C)C(=O)NC(C)C)cc1 (stereo unspecified)	1.7	-2
CCCCOCCCNC(=O)C[C@@H]1C[C@@]2(C(=O)OCC)CCC=C2N(Cc2cccc3ccccc23)C1=O	-1.5	-2
C=CCNc1nc(NCc2ccc(NC(C)=O)cc2)c2sc(-c3ccccc3)cc2n1	1.9	0
COc1cc2c(cc1OC)CN1CCc3cc(OC)c(OC)cc3C1C2 (stereo unspecified)	2.3	-1

4 records drawn at random from the list so far:
structure	phage Ecoli inh	Wnt act
CCOC(=O)[C@]12CCC=C1N(CCC1=CCCCC1)C(=O)[C@H](CC(=O)N1CCCC1)C2	2.0	0
Cc1ccc(C(=O)N2CCC2(C)C(=O)NC(C)C)cc1 (stereo unspecified)	1.7	-2
Nc1[nH]c(C(=O)c2ccccc2)c(-c2ccccc2Br)c1C(=O)NCCc1ccc(Cl)cc1Cl	-2.5	2
Cc1c(C(=O)NCc2ccc(C(F)(F)F)cc2)sc(=O)n1Cc1cccc(F)c1	-0.9	-4

Other compounds.
structure	phage Ecoli inh	Wnt act
CC(C)C[C@H]1CNC(=S)N1C[C@H]1CCCN1C[C@H](Cc1ccc(O)cc1)N1C[C@H](Cc2ccc(O)cc2)N(CC2CCCCC2)C1=S	3.4	-6
CCOC(=O)[C@]12CCC=C1N(Cc1ccccc1)C(=O)[C@H](CC(=O)NCCCN1CCCC1=O)C2	0.5	0
O=C(NCc1ccccc1)c1ccc(-c2ccc(F)c(F)c2)c2ccoc12	3.0	2
CC(=O)Nc1ccc(CN2C(=O)C(Cc3ccccc3)ON=C2c2cccc(F)c2)cc1 (stereo unspecified)	2.3	-2
CC(=O)Nc1ccc(NC(=O)c2ccc3sc([C@H]4C[C@H](O)[C@@H](CO)O4)nc3c2)cc1	3.6	-1
FC(F)(F)c1ccccc1Cc1c(-c2ccccc2)nc2ccc(Cl)cn12	-0.7	0
COc1ccc(-c2coc3c(C(=O)NCc4cccc(Cl)c4)cccc23)c(C)c1	0.8	-2
COc1ccc(NC(=O)C2(C)Cc3c(-c4ccc(N(C)C)cc4)ccnc3O2)cn1 (stereo unspecified)	2.5	-5
CC(=O)c1cccc2c1OC(C)C(=O)N2Cc1ccc(Cl)cc1 (stereo unspecified)	3.0	-1
O=C(Cc1c[nH]c2ccccc12)Nc1ccc(Nc2cccnc2)c(-c2ccc(Oc3ccccc3)cc2)c1	1.2	-7

(more compounds)
SMILES,phage Ecoli inh,Wnt act
O=C(c1ccncc1)N(c1ccc(N2CCOCC2)cc1)C(c1ccccc1)c1nc2ccccc2[nH]1 (stereo unspecified),1.3,-2
O=C(Nc1c(-c2ccccc2)[nH][nH]c1=O)c1ccc2c(c1)OCO2,2.7,0
CNC[C@H]1Oc2cc(Br)ccc2S(=O)(=O)N([C@@H](C)CO)C[C@H]1C,0.2,-2
CCCCc1c(-c2ccccc2)ncn1CCc1ccccc1OC,1.7,-7
OCCN1CCN(c2ncnc3c2ncn3[C@H]2CN(Cc3ccncc3)C[C@@H](CO)O2)CC1,3.2,-2
CCCN(C(=O)c1cn(CCC)c2ccccc12)c1ccc(Oc2cccnc2)cc1,-2.5,-11
O=C(OCc1ccccc1)N1CCC2CC1c1ccc(/C=C/CCCCl)cc12 (stereo unspecified),-0.6,1
O=C(Nc1ccc(Cl)c(C(F)(F)F)c1)C1Cc2c(-c3ccccc3Oc3ccccc3)ccnc2O1 (stereo unspecified),3.2,-5
CC1(Cc2ccccc2OC(F)(F)F)C(=O)Nc2ccc(S(=O)(=O)NC3CCCCC3)cc21 (stereo unspecified),0.0,-2
CCCS(=O)(=O)NC(=O)C1(C)CCN(C(=O)c2cc(F)cc(F)c2)C1 (stereo unspecified),2.4,0
CC1(C(=O)Nc2cccc(Oc3ccccc3)c2)CCN1C1Cc2ccccc2C1 (stereo unspecified),-0.2,-1
Cc1cc(C)c2c(CN(Cc3ccccc3)Cc3ccccc3)cc(=O)oc2c1,3.2,-3
COc1ccc(-c2csc(C(C)(O)c3cccc(OC)c3)n2)cc1 (stereo unspecified),3.1,-7
CC(C)(C)S(=O)N1Cc2cc(C(=O)NCCCN3CCOCC3)nc(-c3cccc(-c4cc5ccccc5o4)c3)c2[C@H]1CCO (stereo partly specified),1.5,-4
Clc1cccc(Cc2c(-c3ccco3)nc3ccc(Cl)cn23)c1,-2.0,-4

Other compounds
SMILES,phage Ecoli inh,Wnt act
COC(=O)C[C@H]1CC[C@H](NC(=O)Cc2ccccc2)[C@@H](CO)O1,3.5,0
O=C(CSc1nc2ccc(Nc3nc(N4CCOCC4)nc(N4CCOCC4)n3)cc2s1)Nc1ccccc1,1.6,-13
Cc1cnc(CNC(=O)c2csc([C@H]3C[C@H](O)[C@@H](CO)O3)n2)cn1,2.7,1
COc1ccc(NC(=O)N(C)C[C@@H]2OCCCC[C@@H](C)Oc3ccc(NS(C)(=O)=O)cc3C(=O)N([C@H](C)CO)C[C@@H]2C)cc1,3.3,0
C[C@@H](c1ccccc1)N1C[C@@H](COCc2ccccc2)Oc2cc(N3CCC[C@H]3C(N)=O)ccc2S1(=O)=O,-0.3,-3
Cc1ccc(C(=O)NC2CCCCN(C)C2=O)c(C)c1 (stereo unspecified),1.7,0
CC1(C(=O)Nc2ccccc2F)CCN1C(=O)Cc1cc(F)ccc1F (stereo unspecified),2.2,0
Cc1ccc(Cc2c(-c3ccc(F)cc3)nc3c(Cl)cc(C(F)(F)F)cn23)cc1,0.7,0
CC(C)CNC(=O)c1[nH]c(C(F)(F)F)nc1-c1ccccc1,2.8,-1
COCCCNC(=O)c1ccc2sc(C3=C[C@@H](O)[C@@H](O)[C@@H](CO)O3)nc2c1,0.0,2
CCOC(=O)CC1(C)Sc2ccccc2N1S(=O)(=O)c1ccc(C)cc1 (stereo unspecified),1.2,-1
CCc1nc2c(OCc3ccccc3)cccn2c1N(C)C(=O)Nc1ccccc1OC,-0.2,-1
COc1ccc(-c2ccc(C(=O)Nc3ccc(NC(C)=O)cc3)c3occc23)c(C)c1,1.6,-3
CC(=O)N1Cc2cc(C(=O)NCC(F)(F)F)nc(-c3cccc(-c4cc5ccccc5o4)c3)c2[C@H]1CCO,1.4,4
CC(C)Oc1ccc(F)cc1-c1cc(C(=O)NCc2cc(C(F)(F)F)cc(C(F)(F)F)c2)[nH]n1,4.3,-4

Molecules from the list above that contain a thiophene ring, fused or not, in the order listed:
SMILES,phage Ecoli inh,Wnt act
CSCCNC(=O)C1(C)CCN1C(=O)c1sccc1C (stereo unspecified),1.1,0
C=CCNc1nc(NCc2ccc(NC(C)=O)cc2)c2sc(-c3ccccc3)cc2n1,1.9,0

Further records
SMILES,phage Ecoli inh,Wnt act
O=C(c1cccnc1)N1CCC(c2nc3ccccc3[nH]2)CC1,3.1,-1
CCCCc1c(-c2ccccc2OC)ncn1Cc1ccc(Cl)cc1,0.1,-5
CCc1nc2ccc(C(=O)Nc3cc(-c4ccccc4)ccc3OC)cn2c1N(C)Cc1ccc(Cl)cc1,0.8,-6
CC1(C(=O)NS(=O)(=O)c2ccccc2Cl)CCN1C(=O)c1ccccc1CCc1ccccc1 (stereo unspecified),1.4,-1
C[C@H]1CN([C@@H](C)CO)C(=O)CCCn2nncc2CO[C@@H]1CN(C)C(=O)Nc1ccccc1F,2.2,-1
O=C(c1ccc(-c2ccccc2)cc1)N1CCC2CC1c1cc(-c3ccc4c(c3)OCO4)ccc12 (stereo unspecified),3.0,-2
CC(=O)C1=C(O)C(=O)N(Cc2cccnc2)C1c1ccc(C)cc1 (stereo unspecified),1.2,-4
O=C1c2ccccc2C(c2nnnn2Cc2ccccc2)N1Cc1cccs1 (stereo unspecified),3.6&2.5,-2&-1
CC(C)C[C@@H]1COc2cccc(N3CCCCC3)c2S(=O)(=O)N1,-0.2,-2

The list is partial; the hit share may differ from the screen's.
